APEX1 inh – qHTS Assay for Inhibitors of the Human Apurinic/apyrimidinic Endonuclease 1 (APE1); AID 2517, 2012; recombinant APE1, TAMRA/BHQ-2 abasic DNA cleavage fluorescence; actives 0.35% (n = 350,000); Potency, µM (highest dose often 65.8 µM), for inactives: top-dose activity change, negative = inhibition, actives largely listed as inhibitors;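 also: potency is read from the fitted curve at half-maximal effect; plate controls were vehicle for no effect and reference inhibitor for full effect; nearly all actives have a fitted effect of over 55% in size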
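0.75 nM APE1 + cpd, 15 min RT; start w/ 50 nM TAMRA/BHQ-2 THF-abasic dsDNA; kinetic fluor 525/598 nm ×3 reads @60 s; Δ(read3−read1); normalized to DMSO and NSC13755 control wells.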
BLM inh – qHTS Assay for Inhibitors of Bloom's syndrome helicase (BLM); recombinant BLM DNA unwinding, fluorescence dequenching; actives 0.2% (n = 350,000); AID 2528, 2010; RecQ-like DNA helicase BLM (Homo sapiens), P54132; Potency, µM (highest dose often 56.1 µM), for inactives: at the highest dose activity change, negative = inhibition, most hits filed as inhibitors;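 also: potency is read from the fitted curve at half-maximal effect; plate controls were vehicle for no effect and no enzyme for full effect; nearly all actives have a fitted effect of over 35% in size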
Pol beta inh – qHTS Assay for Inhibitors of DNA Polymerase Beta; Potency, µM (titrated, usually from 114 µM), for inactives: top-dose activity change, negative = inhibition, most hits filed as inhibitors; actives 1.3% (n = 340,000); Pol beta primer extension/strand displacement, fluorescence kinetic; AID 485314, 2010; P06746; also: potency is read from the fitted curve at half-maximal effect; % is scaled to controls: 0 for no effect and ±100 for the full control effect
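Homogeneous kinetic assay of primer extension and strand displacement by 10 nM Pol beta, preincubated 15 min at room temperature with compound before 50 nM substrate (final) was added. Read at 0 and 10 min; four-parameter Hill fit.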
Pol iota inh – qHTS for Inhibitors of Polymerase Iota; AID 588590, 2011; actives 1% (n = 390,000); Pol iota fluorescent replication assay, 10 min; DNA polymerase iota (Homo sapiens), Q9UNA4; Potency, µM (highest dose often 115 µM), for inactives: at the top dose activity, negative = inhibition, usual class: inhibitors; also: potency is read from the fitted curve at half-maximal effect
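Fluorescent replication assay read twice, at 0 min and 10 min after adding 50 nM (final) substrate. Enzyme (10 nM) and compounds were first incubated 15 min at room temperature; enzyme-free buffer wells were negative controls.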
POLH inh – qHTS for Inhibitors of Polymerase Eta; Potency, µM (doses to about 114 µM), for inactives: at the highest dose activity change, negative = inhibition, hits mostly inhibitors; DNA polymerase eta (Homo sapiens), Q9Y253; actives 1.2% (n = 390,000); recombinant Pol eta, fluorescent DNA replication assay; also: potency is read from the fitted curve at half-maximal effect; % is scaled to controls: 0 for no effect and ±100 for the full control effect
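Fluorescent replication assay: 50 nM final substrate added after a 15 min room-temperature compound preincubation with 10 nM enzyme. Signal taken at 0 min and again at 10 min.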
RXFP1 antagonist – qHTS Assay for Antagonists of the Relaxin Receptor RXFP1; Relaxin receptor 1 (Homo sapiens), Q9HBX9; HEK293-RXFP1, relaxin-stimulated cAMP HTRF, 30 min; hits give low values; activity change, negative = inhibition, % at 57.5 µM; actives 0.59% (n = 350,000); AID 1259400, 2018;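 active = activity change of -60% or lower, but not beyond a set lower limit; inconclusive = change between -60% and -40%, or beyond the set limit; inactive = change above -40%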; also: % is scaled to controls: 0 for no effect and ±100 for the full control effect
Anesthetic bind – qHTS Assay for Identification of Novel General Anesthetics; Ferritin light chain (Equus caballus), P02791; actives 0.074% (n = 350,000); Potency, µM (top dose mostly 77.5 µM), without a hit: at the top dose activity change, negative = displacement, usual class: inhibitors; apoferritin/1-aminoanthracene competitive binding, fluorescence; also: potency is read from the fitted curve at half-maximal effect; % is scaled to controls: 0 for no effect and ±100 for the full control effect; nearly all actives have a fitted effect of over 20% in size
Target sequence (P02791 2-175 limits assumed): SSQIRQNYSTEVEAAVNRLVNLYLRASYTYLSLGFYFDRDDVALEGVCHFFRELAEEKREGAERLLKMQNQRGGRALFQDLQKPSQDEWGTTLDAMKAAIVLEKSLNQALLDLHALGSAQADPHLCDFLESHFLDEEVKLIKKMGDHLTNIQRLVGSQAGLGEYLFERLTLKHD
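Concentration-response curves derived by four-parameter Hill fitting of normalized fluorescence, where compounds displaced 1-AMA from 10 uM horse apoferritin following a brief 10 min room-temperature incubation; propofol titration acted as positive control.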
POLK inh – qHTS for Inhibitors of Polymerase Kappa | DNA polymerase kappa (Homo sapiens), Q9UBT6 | purified Pol kappa, fluorescent DNA synthesis assay, 10 min | Potency, µM (doses to about 107 µM), without a hit: at the highest dose activity, negative = inhibition, most hits filed as inhibitors | actives 0.53% (n = 400,000) | AID 588579, 2011; also: potency is read from the fitted curve at half-maximal effect; % is scaled to controls: 0 for no effect and ±100 for the full control effect
Target sequence (Q9UBT6 whole entry, looked up): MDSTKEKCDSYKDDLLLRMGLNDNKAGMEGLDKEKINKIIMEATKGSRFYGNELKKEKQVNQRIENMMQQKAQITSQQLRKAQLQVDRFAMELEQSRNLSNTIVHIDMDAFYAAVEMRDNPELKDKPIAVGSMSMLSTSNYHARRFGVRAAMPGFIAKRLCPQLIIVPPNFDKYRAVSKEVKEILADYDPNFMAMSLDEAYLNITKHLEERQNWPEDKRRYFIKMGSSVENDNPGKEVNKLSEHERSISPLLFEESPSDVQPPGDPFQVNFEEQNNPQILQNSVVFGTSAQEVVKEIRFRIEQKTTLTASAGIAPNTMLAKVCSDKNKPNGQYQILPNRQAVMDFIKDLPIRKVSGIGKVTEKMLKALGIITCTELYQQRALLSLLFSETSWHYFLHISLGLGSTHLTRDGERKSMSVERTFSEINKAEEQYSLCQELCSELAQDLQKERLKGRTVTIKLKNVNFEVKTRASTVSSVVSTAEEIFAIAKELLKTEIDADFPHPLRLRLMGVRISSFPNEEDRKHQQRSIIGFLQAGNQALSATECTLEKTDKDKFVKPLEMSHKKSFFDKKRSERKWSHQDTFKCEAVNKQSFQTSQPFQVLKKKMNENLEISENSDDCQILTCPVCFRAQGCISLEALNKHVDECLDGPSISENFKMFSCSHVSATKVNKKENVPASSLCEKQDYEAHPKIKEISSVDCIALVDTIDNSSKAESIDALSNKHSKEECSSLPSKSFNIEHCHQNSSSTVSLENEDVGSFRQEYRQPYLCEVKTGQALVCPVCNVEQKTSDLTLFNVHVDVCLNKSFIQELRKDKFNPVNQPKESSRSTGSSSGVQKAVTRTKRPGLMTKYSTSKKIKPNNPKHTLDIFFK
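Readout: fluorescence, taken kinetically at 0 and 10 min. Conditions: 10 nM Pol kappa, 15 min RT compound preincubation, 50 nM substrate final. Controls: enzyme-free buffer wells.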
Tb PGK inh – qHTS Assay to Find Inhibitors of Phosphoglycerate Kinase; Potency, µM (doses to about 57.5 µM), for inactives: top-dose activity change, negative = inhibition, most hits filed as inhibitors; actives 0.043% (n = 380,000); Phosphoglycerate kinase, glycosomal (Trypanosoma brucei brucei), P07378; PGK/GAPDH coupled, Kinase-Glo luminescence, 60 min; also: potency is read from the fitted curve at half-maximal effect; % is scaled to controls: 0 for no effect and ±100 for the full control effect; nearly all actives have a fitted effect of over 60% in size
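Luminescent ATP detection (Kinase-Glo Plus) follows a 60-minute room-temperature incubation, with wells lacking PGK as controls. Buffer: 100 mM TEA (pH 7.6), 5 mM MgCl2, 0.01% Tween-20. Coupling enzyme GAPDH (100 nM final) supplies unstable 1,3-BPG in-well.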
An asterisk follows results filed as active; i = inactive; ? = inconclusive; . = not tested or not shown; & = joins results of further samples; [ ] = remark or other dose. Unless noted, calls follow the shape of the dose curve; as a rule, active = well fitted curve in the direction sought with a large enough effect; inconclusive = small, poorly fitted or top-dose-only effect, or another doubt; inactive = no such curve, though single readings can be large; an effect the other way counts as inactive or inconclusive.

SMILES | APEX1 inh | BLM inh | Pol beta inh | Pol iota inh | POLH inh | RXFP1 antagonist | Anesthetic bind | POLK inh | Tb PGK inh
COc1ccc(N2CCc3c(C)nc4c(OC)cccc4c32)cc1 | 0% | 79%[activator] | 4% | 14% | -5% | -9 | -22% | -18% | -2%
C/C(=N\NC(=O)CN1CCN(S(=O)(=O)c2ccc(C)cc2)CC1)c1cccnc1 | -2% | -9% | -3% | 14% | -13% | -3 | -6% | 6% | ?
Cc1ccc(N(CC(=O)N2CCN(c3cccc(Cl)c3)CC2)S(=O)(=O)c2c(C)noc2C)cc1 | . | -7% | -4% | 23% | -22% | . | 65%[activator] | -9% | -7%
COC(=O)c1nn(-c2cccc(Cl)c2)ccc1=O | 33%[activator] | -3% | 22% | 24% | 6% | -9 | -7% | -10% | 4%
Cc1ccc(Oc2nc(-c3ccccc3)ncc2S(=O)(=O)c2ccc(C)cc2)cc1 | 1% | 1% | 4% | -8% | -13% | -5 | -4% | -7% | -2%
Cc1nnc(SCC(=O)c2ccccc2)n1Cc1ccccc1 | 2% | -3% | 10% | 169%[activator] | -8% | 3 | -5% | -15% | 4%
CCC(CC)c1nc(C#N)c(NCc2ccccc2)o1 | -6% | -3% | -19% | 5% | -14% | 8 | 6% | -11% | i
OCCC1CN(Cc2cccn2-c2ccccn2)CCN1C1CCCCC1 (stereo not drawn) | 9% | 0% | 4% | 73%[activator] | -13% | -12 | 2% | 2% | i
CC(C)CNC(=O)c1c(N)n(/N=C/c2cccnc2)c2nc3ccccc3nc12 | 3% | -4% | 10% | . | . | . | -10% | . | .
O=C(Cc1ccccc1)Nc1ccccc1C(=O)N1CCCCCC1 | -3% | -3% | -6% | -1% | -5% | -6 | -6% | 7% | -6%
CC1CCCC(NC(=O)c2ccc3c(c2)N(Cc2ccccc2)C(=O)CS3=O)C1C (stereo not drawn) | 2% | -3% | -14% | 13% | -14% | -18 | ? | 11% | i
CC(=O)Nc1ccc(-c2nnc(SCc3ccccc3C#N)n2C)cc1 | -3% | 1% | -4% | 35%[activator] | -8% | 1 | -5% | -10% | -3%
CC(C)C(NC(=O)c1ccco1)C(=O)OCc1cc([N+](=O)[O-])cc2c1OCOC2 (stereo not drawn) | -6% | -3% | 33% | 115%[activator] | -7% | -7 | -16% | -2% | i
Cc1ccc(-c2onc3ccc(C(=O)/C=C/N(C)C)cc23)cc1 | 27% | -2% | ? | 0% | -26% | -26 | -11% | -20% | -9%
COc1ccc2[nH]c(C(=O)Nc3ccc4c(c3)OCO4)cc2c1 | -2% | -6% | -7% | 29% | 25% | 9 | -14% | 3% | -2%
CCC1CCCCN1CCCNC(=O)CS(=O)(=O)Cc1nc(-c2cccc(OC)c2)oc1C (stereo not drawn) | 1% | -15% | 13% | -24% | -2% | 29 | -20% | -5% | 0%
CN=C(Nc1ccc(Cl)cc1)c1ccc(C(F)(F)F)cc1 | -1% | -3% | 2% | 23% | -28% | -10 | -22% | -16% | 4%
O=C(NCCc1ccco1)c1ccc(OCc2cn3ccccc3n2)cc1 | 2% | . | . | 45µM* | ? | 4 | . | ? | -2%
N#CCc1c(C#N)c(N)nc(N2CCCC(CO)C2)c1C#N (stereo not drawn) | -1% | -5% | 45%[activator] | 371%[activator] | -18% | 7 | 4% | -16% | 0%
COC(=O)CN(n1cnnc1)S(=O)(=O)c1ccccc1Cl | -11% | -3% | 25% | 6% | -3% | 0 | -9% | -7% | -14%
O=C(Nc1ccccc1)C1CC(=O)N(c2ccc3c4c(cccc24)CC3)C1 (stereo not drawn) | ? | -5% | -4% | -10% | -1% | -3 | -9% | -8% | -4%[11.5 µM]
Oc1c(Br)cc2oc3c(c2c1CNCc1ccccc1)CCCC3 | 18% | -2% | 14% | 1% | -15% | -13 | -10% | 8% | -1%
COCCSc1nnc(NS(=O)(=O)Cc2ccccc2)s1 | 4% | -1% | 0% | 9% | -7% | 3 | -1% | -12% | -5%[11.5 µM]
Cc1cccc(N(CC(=O)NCc2ccco2)C(=O)CCC(=O)Nc2nccs2)c1 | 5% | -3% | 5% | 22% | -12% | 7 | -14% | 1% | i
O=C(OC[C@@H]1CCCN2CCCC[C@H]12)c1cc2ccccc2oc1=O | -2% | -7% | -1% | 33%[activator] | 2% | -10 | -9% | -2% | 0%
CCOC(=O)C1CCCN(C(=O)c2ccc(-c3ccc([N+](=O)[O-])cc3)o2)C1 (stereo not drawn) | -6% | . | . | -16% | -14% | -6 | . | -6% | -9%
Cc1cc(=O)[nH]c(N/N=C/C=C/c2ccccc2)n1 | 9% | -7% | 32%[activator] | 65%[activator] | -17% | -3 | -3% | -18% | -3%
COc1cc(-c2cc(N3C(=O)Nc4ccccc4N3O)n[nH]2)cc(OC)c1OC | -4% | -1% | -12% | 1% | -4% | . | -6% | -7% | -3%
COc1ccc(S(=O)(=O)N2CCC(C(=O)NCCN3CCOCC3)CC2)cc1OC | 43%[activator] | 2% | 8% | 100%[activator] | -14% | 10 | 0% | -11% | 0%
CN(Cc1ccco1)Cc1ccc(O)c2ncccc12 | 16%&13% | . | . | -10% | -7% | . | . | -2% | i
CC[N+](C)(C)Cc1ccccc1Br | -2% | 2% | 12% | 6% | -9% | . | -1% | 1% | 13%
CN(C)CCN(Cc1ccccc1)c1ccccn1 | 13%&3%&4% | -2%&-4%&3% | -1%&8% | 17% | -8% | -15 | -4%&2%&0% | 15% | -1%
CN(CC(=O)NCc1cccc(F)c1)C(=O)c1ccco1 | -4% | -3% | 13% | 5% | 9% | -4 | 0% | -9%[60.1 µM] | -7%
CC(C)CC1NC(=O)N(CC(=O)Nc2ccc(OCc3ccccc3)cc2)C1=O (stereo not drawn) | 18% | . | . | -20% | -18% | -21 | . | 1% | -2%
COC(=O)Nc1ccc(S(=O)(=O)NNC(=O)c2c(O)c3ccccc3[nH]c2=O)cc1 | 9% | 2% | 6% | -13% | -3% | 3 | 3% | -26% | -2%
CCOc1ccc(C(=O)Nc2ccc(-c3cc4ccccc4oc3=O)cc2)cc1Br | . | -10% | -2% | 7% | -7% | 1 | -1% | -11% | -4%
CCOC(=O)C1CCCN(S(=O)(=O)c2ccccc2)C1 (stereo not drawn) | -4% | 0% | 1% | 3% | 1% | -13 | -9% | 6% | -3%
C[C@]12C[C@H](O)[C@@H]3c4ccc(O)cc4CCC3[C@@H]1CCC2=O (stereo partly drawn) | -3% | -1% | 37% | ? | -9% | 8 | 1% | 0% | 0%
O=C(C1COc2ccccc2O1)N1CCN(c2nc3c(F)cc(F)cc3s2)CC1 (stereo not drawn) | -10% | . | . | -6% | -26% | -12 | . | 0% | i
CCC(=O)N1CCc2cc(Br)cc(S(=O)(=O)N3CCCC(C(=O)Nc4ccc(OC)cc4OC)C3)c21 (stereo not drawn) | . | -4% | 4% | -14% | -9% | . | -6% | 1% | 0%
COc1ccc(NS(=O)(=O)c2ccc(C(=O)N3CCN(c4ccc(F)cc4)CC3)cc2)cc1 | -2% | . | . | -23% | -24% | -4 | . | 2% | -1%
CCOC(=O)c1c(C)[nH]c(C=Nc2ccc(OC)cc2)c1O | 18% | -15% | ? | ? | -8% | -14 | -1% | -15% | -7%
Cc1cccc(-c2nc(CSCC(=O)N3CCN(Cc4ccc5c(c4)OCO5)CC3)c(C)o2)c1 | -5% | -3% | 10% | 9% | -19% | -10 | 2% | -1% | 2%
COc1cc(NC(=O)C2CCN(S(=O)(=O)c3ccc4[nH]c(=O)oc4c3)CC2)cc(OC)c1 | 73%[activator] | 0% | 1% | 24% | -17% | 14 | -14% | 19% | -4%
Cn1c(=O)c(=O)n(C)c2cc(S(=O)(=O)CCC(=O)NCc3ccccc3)ccc21 | -28% | -3% | ? | -14% | -7% | -2 | -9% | 5% | -11%
CCOC(=O)c1cc(NC(=O)N(C(C)C)C(C)C)c(C)nc1C | 2% | -7% | 3% | 7% | 7% | 6 | -8% | -6% | -5%
COc1ccc(NCc2nnc(SCC(=O)Nc3ccccc3)n2C)cc1 | 12% | -1% | 29% | 65%[activator] | -16% | -13 | -3% | -4% | -4%
COc1ccc(/C=C2\NC(=O)C(C=NCc3ccccc3)=C2O)cc1 | 3% | 1% | -2% | 9% | -7% | 3 | -1% | -10% | -3%
COc1ccc(C)cc1NC(=O)CCc1ccc(S(=O)(=O)N2CCOCC2)cc1 | 12% | . | . | 8% | -4% | 2 | . | -5% | -8%
Cc1cccc2c1-c1sc(C(=O)Nc3ccc(F)cc3F)cc1CO2 | . | -2% | -2% | 18% | -2% | -31 | 100%[activator] | 2% | 2%
Cc1nn(-c2ccc(F)cc2)c(-n2cccc2)c1C(=O)N1CCN(c2ccccc2)CC1 | . | -5% | -9% | 22% | -20% | . | -3% | -9% | 6%
O=C(O)CCCNCc1ccccc1F | 3% | 1% | -3% | 6% | -6% | 0 | -9% | -20% | -4%

Pol iota inh, entries above that show a hit
structure,BLM inh,Pol beta inh,Pol iota inh,POLH inh,RXFP1 antagonist,POLK inh,Tb PGK inh
O=C(NCCc1ccco1)c1ccc(OCc2cn3ccccc3n2)cc1,.,.,45µM*,?,4,?,-2%

This is a subset; the hit share may differ from the screen's.
